# LGR2 inh: blocks bursicon-induced cAMP signaling via Drosophila LGR2. HEK293 LGR2, CRE-luciferase, bursicon-stimulated, 4 h. inhibition, % at 9.99 µM. actives 0.35% (n = 380,000). AID 720647;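 active means drop in luminescence signal, shown as inhibition above about 50% in the replicate tests, limit read from the data, passing the limit was not always enough; inconclusive means probably only some replicates passing the limit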;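 further: agonist challenge used bursicon conditioned medium at about half maximal strength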
# S100A4 MyoIIA: blocks human S100A4 binding to myosin IIA peptide | inhibition, % at 10.7 µM | P26447 | actives 0.14% (n = 360,000) | AID 652163 | S100A4/TAMRA-MyoIIA peptide fluorescence polarization;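 active means mean inhibition of at least 70% across replicates, with every replicate also reaching that level; inconclusive means mean inhibition reaches 70% but some replicates fall short; inactive means mean inhibition below 70%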
# Target sequence (P26447 whole entry, looked up): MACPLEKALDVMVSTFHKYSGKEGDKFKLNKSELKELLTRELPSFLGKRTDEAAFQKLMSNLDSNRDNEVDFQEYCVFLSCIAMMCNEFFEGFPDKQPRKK
#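 Test system: S100A4 monomer protein. Medium: HEPES buffer with Ca2+, pH 7.2. Reagent: fluorescent myosin IIA peptide, 5 nM. Compound dosing: single-point compound testing. Timing: 5 min between mix addition and reading. Benchmarks: DMSO neutral and TFP positive wells.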
# PAX8 inh HTS: PAX8 transcriptional activity inhibition | inhibition, % at 12.6 µM | RMG-I TPO-luciferase reporter, SteadyGlo, 24 h | actives 1.2% (n = 360,000);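 active means mean replicate inhibition at least 60% with every replicate also reaching 60%; inconclusive means only one of the two criteria is met; inactive means mean below 60% and not all replicates reaching 60%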;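 further: luciferase light reporting Pax8 driven TPO promoter activity; plate controls were median of neutral control wells for no effect and mitoxantrone controls for full effect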
# ERAP1 HTS inh: inhibitors of human ERAP1 aminopeptidase | Q9NZ08 | recombinant ERAP1, Leu-AMC fluorescence, 60 min | inhibition, % at 10.7 µM | actives 0.15% (n = 340,000) | AID 652197;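 active means mean replicate inhibition of at least 30%, or all replicates individually reaching that 30% level; inactive means mean below 30% and not every replicate reaching it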;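 further: 0% = neutral control wells and 100% = L-leucinethiol positive control wells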
# Target sequence (Q9NZ08 whole entry, looked up): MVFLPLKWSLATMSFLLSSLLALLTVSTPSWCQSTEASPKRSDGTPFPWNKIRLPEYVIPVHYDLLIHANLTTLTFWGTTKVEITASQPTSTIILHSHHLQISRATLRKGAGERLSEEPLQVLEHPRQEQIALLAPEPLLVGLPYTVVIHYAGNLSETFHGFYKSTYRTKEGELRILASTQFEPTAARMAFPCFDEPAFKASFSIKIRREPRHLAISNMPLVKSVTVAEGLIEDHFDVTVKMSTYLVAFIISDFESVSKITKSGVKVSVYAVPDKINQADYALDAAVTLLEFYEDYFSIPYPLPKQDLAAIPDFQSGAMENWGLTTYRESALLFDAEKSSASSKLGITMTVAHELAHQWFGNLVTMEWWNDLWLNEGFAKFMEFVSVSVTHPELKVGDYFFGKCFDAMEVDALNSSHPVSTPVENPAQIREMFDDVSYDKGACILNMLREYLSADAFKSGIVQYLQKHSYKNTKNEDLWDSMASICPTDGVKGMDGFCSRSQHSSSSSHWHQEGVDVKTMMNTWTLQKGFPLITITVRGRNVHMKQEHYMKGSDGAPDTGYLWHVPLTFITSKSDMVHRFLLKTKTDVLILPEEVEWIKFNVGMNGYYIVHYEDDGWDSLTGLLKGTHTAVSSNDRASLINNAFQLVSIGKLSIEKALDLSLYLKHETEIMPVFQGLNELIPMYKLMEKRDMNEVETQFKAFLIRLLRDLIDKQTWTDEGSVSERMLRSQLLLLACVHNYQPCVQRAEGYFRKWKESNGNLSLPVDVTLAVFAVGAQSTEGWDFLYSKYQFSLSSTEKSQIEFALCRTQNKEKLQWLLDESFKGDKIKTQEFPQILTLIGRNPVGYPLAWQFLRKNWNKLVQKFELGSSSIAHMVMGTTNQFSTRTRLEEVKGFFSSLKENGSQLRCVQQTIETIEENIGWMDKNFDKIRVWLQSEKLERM
# EWS-Fli inh: inhibitors of EWS/Fli oncoprotein transcriptional activity. A673 NR0B1-luciferase reporter, viability-normalised. inhibition, % at 12.6 µM. actives 0.67% (n = 350,000);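 active means mean inhibition of at least 50% after viability correction, with every replicate also passing that limit; inconclusive means mean reaches 50% but only one of two replicates passes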;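 further: firefly luciferase signal divided by Alamar Blue viability fluorescence both relative to DMSO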
# PGC1a acetyl inh: lowers PGC1a acetylation signal in U2OS cells. AlphaScreen anti-acetyl-lysine; with virally co-expressed GCN5 acetyltransferase. actives 0.17% (n = 350,000). AID 651687. inhibition, % at 15.6 µM;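 active means every replicate shows inhibition of at least 40%; inconclusive means mean inhibition at least 40% but some replicate below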;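 further: 0% = neutral control wells and 100% = positive control wells; some results beyond the cut were filed as inactive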
# FN deposit inh: fibronectin deposition inhibition; AH1F fibroblasts, Alexa488-fibronectin deposition fluorescence, overnight; inhibition, % at 12.6 µM; actives 0.086% (n = 350,000); AID 743247;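 active means mean inhibition across replicates of 30% or more, regardless of how many single replicates reach that level; inconclusive means mean under 30% yet at least half of replicates reach 30%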;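 further: positive control wells lacked labelled fibronectin entirely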
#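 Material: AH1F fibroblast monolayer depositing Alexa488-labelled fibronectin into matrix | Input: 10000 AH1F cells/well | Medium: DMEM plus 2% serum, read in PBS | Reagent: Alexa488-fibronectin, 24 nM final in well | Compound dosing: One dose per compound, pinned | Schedule: 1 h adhesion, overnight exposure | Measured by: Fluorescence at 485 nm excitation, 525 nm emission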
# PglD inh: inhibitors of Campylobacter jejuni PglD acetyltransferase; purified PglD enzyme, DTNB colorimetric CoA detection; inhibition, % at 12.5 µM; actives 0.098% (n = 360,000); in the data active means inhibition above about 16%, passing the limit was not always enough; inconclusive means no clear call, values can overlap the other calls; further: strong numbers were not always called active
# An asterisk follows results filed as active; ? = inconclusive; · = no result given.
SMILES,LGR2 inh,S100A4 MyoIIA,PAX8 inh HTS,ERAP1 HTS inh,EWS-Fli inh,PGC1a acetyl inh,FN deposit inh,PglD inh
CCc1noc(C)c1C(=O)N(CC)c1nc2c(C)cccc2s1,10,0,9,-7,7,·,15,7
COc1ccc(S(=O)(=O)c2ccc(OC)cc2)cc1,·,·,-1,·,·,-12,2,6
COCCCNC(=O)Cn1ncc2c(=O)oc3ccccc3c21,3,7,·,2,·,-3,·,-3
C[C@@H]1CN([C@@H](C)CO)C(=O)Cc2cc(NC(=O)CCC(F)(F)F)ccc2O[C@@H]1CN(C)S(C)(=O)=O,-20,6,-13,-3,-3,-2,·,-1
Cc1ccc(-c2csc(N3CCC(NS(=O)(=O)c4ccc5c(c4)OCCO5)CC3)n2)cc1,·,·,17,·,·,-9,1,6
O=C(NC(Cc1c[nH]c2ccccc12)C(=O)O)c1ccccc1 (stereo unspecified),·,·,-11,·,·,1,-12,-3
Cc1cc(N)n(-c2ccc(C(=O)O)cc2)n1,8,-1,-1,1,-24,4,12,1
CC(=O)C1=CN(Cc2ccccc2)CCC1=O,5,1,-11,-2,2,3,2,-2
C[C@@H]1CN([C@H](C)CO)C(=O)c2cc(C#CC3CCCCC3)cnc2O[C@H]1CN(C)C(=O)Cc1ccccn1,2,-2,-1,2,0,12,1,-1
COc1ccccc1-c1ccc2n(c1=O)C[C@@H]1[C@@H](CO)[C@H](C(=O)NCc3ccccn3)[C@H]2N1C,0,10,-17,-3,-5,·,·,·
CC(C)(C)OC(=O)NCC1CCC(C(=O)NC[C@H](CC(=O)O)c2ccc(Cl)cc2)CC1 (stereo partly specified),8,-1,-8,6,3,-1,1,-8
Cc1ncoc1C(=O)N1CCCC(C(=O)c2ccc(C(F)(F)F)cc2)C1 (stereo unspecified),-17,-4,-35,2,-49,-12,-9,1
Cc1ccc(S(=O)(=O)N(C)C[C@@H]2Oc3ccc(NC(=O)Nc4ccc5c(c4)OCO5)cc3CC(=O)N([C@H](C)CO)C[C@@H]2C)cc1,1,1,42,-1,56*,-4,·,0
COc1ccc(S(=O)(=O)Nc2ccc3c(c2)CC(=O)N([C@H](C)CO)C[C@@H](C)[C@@H](CN(C)C)O3)cc1,-11,0,-21,0,-5,-8,·,3
Cc1ccc(S(=O)(=O)N2C[C@H](O)COC[C@@H]3O[C@H](CC(=O)N[C@@H]4CCN(Cc5ccccc5)C4)CC[C@H]32)cc1,4,-4,4,-1,-6,10,6,5
C[C@H](CO)N1C[C@H](C)[C@H](CN(C)S(=O)(=O)c2cn(C)cn2)Oc2cc(C#Cc3ccc(F)cc3)ccc2S1(=O)=O,4,-1,7,-1,5,12,·,-1
COc1ccc(SCCN2CC[C@@H](O)CCC2=O)cc1,-11,-1,-14,0,-8,4,2,0
CC(=O)N(C)C[C@H]1Oc2cc(C#Cc3ccc(F)cc3)ccc2S(=O)(=O)N([C@@H](C)CO)C[C@H]1C,-3,0,2,-3,0,0,·,6
O=C(NCCCN1CCN(CCCNC(=O)c2ccc3c(c2)OCO3)CC1)c1ccc2c(c1)OCO2,·,·,-4,·,·,-38,5,7
Cc1ccc(C(=O)CSc2nnc(Cn3nnc4ccccc43)n2C)cc1,4,-3,·,10,-21,-7,·,2
CC(C)CC1C(=O)N(Cc2cn(CCC3OCCO3)nn2)CCS(=O)(=O)N1Cc1ccc(-c2ccc(F)cc2)cc1 (stereo unspecified),-2,3,1,-2,6,·,-2,2
O=C(CN1CCN(Cc2ccc(Cl)cc2)C1=O)NCc1cccs1,-3,-2,-3,4,2,2,7,-2
CCc1ccccc1NC(=O)c1nnn(CC(=O)Nc2ccccc2C)c1N,·,·,8,·,·,-4,8,3
CCNC(=O)[C@@H]1[C@@H](CO)[C@@H]2Cn3c(ccc(-c4cccc(F)c4)c3=O)[C@H]1N2C(=O)c1ccccn1,4,1,·,0,-3,·,·,2
COc1ccc2c(c1)C(c1ccc([N+](=O)[O-])cc1)=NNC(c1ccco1)=N2,-28,2,·,0,0,-4,·,-4
CCCCCOC(=O)CSc1nc2c(c(=O)[nH]c(=O)n2C)n1Cc1ccc(Cl)cc1,2,-8,-19,4,12,·,2,-1
CCNC(=O)C1CCCN(C(=O)c2cc(F)cc(F)c2)CC1 (stereo unspecified),3,-3,0,0,-1,5,-15,-1
Cc1cc(Cl)ccc1NC(=S)NC1CCCC1,6,3,-8,-1,-5,·,0,-3
CN(C)C(=O)C[C@@H]1CC[C@@H](NC(=O)NC2CCCC2)[C@H](CO)O1,1,6,-2,0,4,9,·,3
Cc1ccc(S(=O)(=O)Nc2ccc3c(c2)C(=O)N([C@H](C)CO)C[C@H](C)[C@@H](CN(C)C)O3)cc1,-1,43,-3,-3,-2,0,-2,2

# Reformatted as labelled records: two of the compounds above
SMILES: CCNC(=O)[C@@H]1[C@@H](CO)[C@@H]2Cn3c(ccc(-c4cccc(F)c4)c3=O)[C@H]1N2C(=O)c1ccccn1
  LGR2 inh: 4; S100A4 MyoIIA: 1; PAX8 inh HTS: ·; ERAP1 HTS inh: 0; EWS-Fli inh: -3; PGC1a acetyl inh: ·; FN deposit inh: ·; PglD inh: 2
SMILES: Cc1ccc(C(=O)CSc2nnc(Cn3nnc4ccccc43)n2C)cc1
  LGR2 inh: 4; S100A4 MyoIIA: -3; PAX8 inh HTS: ·; ERAP1 HTS inh: 10; EWS-Fli inh: -21; PGC1a acetyl inh: -7; FN deposit inh: ·; PglD inh: 2

# Three structures out of the list, ordered by length of the SMILES, falling:
SMILES,LGR2 inh,S100A4 MyoIIA,PAX8 inh HTS,ERAP1 HTS inh,EWS-Fli inh,PGC1a acetyl inh,FN deposit inh,PglD inh
Cc1ccc(S(=O)(=O)Nc2ccc3c(c2)C(=O)N([C@H](C)CO)C[C@H](C)[C@@H](CN(C)C)O3)cc1,-1,43,-3,-3,-2,0,-2,2
COc1ccc2c(c1)C(c1ccc([N+](=O)[O-])cc1)=NNC(c1ccco1)=N2,-28,2,·,0,0,-4,·,-4
CCCCCOC(=O)CSc1nc2c(c(=O)[nH]c(=O)n2C)n1Cc1ccc(Cl)cc1,2,-8,-19,4,12,·,2,-1

# Reprinted at random: four records from the list
SMILES,LGR2 inh,S100A4 MyoIIA,PAX8 inh HTS,ERAP1 HTS inh,EWS-Fli inh,PGC1a acetyl inh,FN deposit inh,PglD inh
CCc1noc(C)c1C(=O)N(CC)c1nc2c(C)cccc2s1,10,0,9,-7,7,·,15,7
Cc1ncoc1C(=O)N1CCCC(C(=O)c2ccc(C(F)(F)F)cc2)C1 (stereo unspecified),-17,-4,-35,2,-49,-12,-9,1
Cc1cc(N)n(-c2ccc(C(=O)O)cc2)n1,8,-1,-1,1,-24,4,12,1
CCNC(=O)[C@@H]1[C@@H](CO)[C@@H]2Cn3c(ccc(-c4cccc(F)c4)c3=O)[C@H]1N2C(=O)c1ccccn1,4,1,·,0,-3,·,·,2

# Gathered by group, the compounds so far with a CF3 group (2)
SMILES,LGR2 inh,S100A4 MyoIIA,PAX8 inh HTS,ERAP1 HTS inh,EWS-Fli inh,PGC1a acetyl inh,FN deposit inh,PglD inh
C[C@@H]1CN([C@@H](C)CO)C(=O)Cc2cc(NC(=O)CCC(F)(F)F)ccc2O[C@@H]1CN(C)S(C)(=O)=O,-20,6,-13,-3,-3,-2,·,-1
Cc1ncoc1C(=O)N1CCCC(C(=O)c2ccc(C(F)(F)F)cc2)C1 (stereo unspecified),-17,-4,-35,2,-49,-12,-9,1

# Additional records:
SMILES,LGR2 inh,S100A4 MyoIIA,PAX8 inh HTS,ERAP1 HTS inh,EWS-Fli inh,PGC1a acetyl inh,FN deposit inh,PglD inh
COC(=O)C(CC#Cc1ccc2c(c1)[C@]1(C(=O)N2)[C@H](c2ccccc2OCCO)N2[C@H](c3ccccc3)[C@H](c3ccccc3)OC(=O)[C@H]2[C@@H]1C(=O)NC[C@H](O)c1ccccc1)C(=O)OC,·,0,8,-1,?,-13,·,0
CC(=O)N/C(=C/c1ccc2c(c1)OCO2)C(=O)NCc1ccccc1,10,3,-10,5,9,-7,3,·
O=C(CN1C(=O)CSC1=O)Nc1ccc2c(c1)OCCO2,·,·,5,·,·,5,-2,1
CC1(C(=O)Nc2ccc(F)cc2F)CCN1C(=O)CCC1CCCC1 (stereo unspecified),2,-3,6,0,21,3,11,1
O=C(C[C@@H]1CC[C@H](NC(=O)Nc2cc(F)ccc2F)[C@H](CO)O1)Nc1ccccc1,15,7,·,-4,8,16,·,-4
CCCCNC(=O)C1(C)CCCCN1C(=O)c1csnn1 (stereo unspecified),0,1,-4,5,-1,·,-11,0
Cc1nn(-c2ccccc2)c(C)c1/C=C/C(=O)OCC(=O)NC1CCS(=O)(=O)C1 (stereo unspecified),-5,-1,-45,8,-6,-2,·,-4
COc1ccc(NC(=O)C(c2ccc(C)cc2)N(C)C(=O)Cc2cccs2)cc1 (stereo unspecified),·,-4,-2,3,-13,2,-1,·
CCCC(=O)N1C[C@@H]2[C@H](c3ccccc31)[C@H](CO)N2C(=O)Nc1ccccc1,1,6,-7,0,8,-6,·,-1
Brc1ccc(Cn2c(-c3cncs3)nc3ccccc32)cc1,-55,-4,·,-3,·,·,·,0
Cc1ccccc1N1CCN(C2CCCN(C(=O)c3noc4c3CCCC4)C2)CC1 (stereo unspecified),-12,13,14,-2,21,·,1,6
O=C(O)c1cccc(NC(=O)c2cn(-c3ccccc3)nc2-c2ccc([N+](=O)[O-])cc2)c1,23,2,-3,-20,8,5,-3,-4
COc1ccc(C2NC(=S)NC(C)=C2C(=O)c2ccccc2)cc1OC (stereo unspecified),15,·,-1,·,·,-7,3,·
Cc1cc(C(=O)NNc2ccccc2F)no1,23,0,-3,2,2,-3,-12,-5
N#C[C@@H]1[C@H](c2ccc(C3=CCCC3)cc2)[C@@H](CO)N1C(=O)Cc1ccncc1,13,-21,17,0,-9,32,-9,0
Cc1noc(C)c1S(=O)(=O)Nc1cccc2c1O[C@@H](CN(C)C(=O)NC1CCCCC1)[C@@H](C)CN([C@H](C)CO)C2=O,-17,-43,·,2,0,-4,-10,1
CC(=O)Nc1cccc(N/C=C(\C=O)c2nc3ccccc3o2)c1,-43,·,-19,·,·,4,5,-1
O=C(NCCCn1ccnc1)C(=O)NCC1OCCN1S(=O)(=O)c1ccc(F)cc1 (stereo unspecified),5,1,20,6,12,7,5,2
CC(C)NC(=O)NCC[C@@H]1CC[C@H](NS(=O)(=O)c2ccc(Oc3ccccc3)cc2)[C@@H](CO)O1,-1,-1,1,-1,4,-9,·,9
CC=Cc1ccc2n(c1=O)C[C@@H]1[C@@H](CO)[C@H](C(=O)N3CCc4ccccc4C3)N[C@H]21 (mixture of isomers),16,16,·,-4,0,·,·,1
CO[C@H]1CN(C)C(=O)c2ccc(NC(=O)Nc3ccc(Cl)cc3)cc2OC[C@H](C)N(C(=O)Nc2c(C)noc2C)C[C@@H]1C,-7,-12,·,-1,-1,3,0,·
O=C(Cn1c(=O)n(CCc2c[nH]c3ccccc23)c(=O)c2cccnc21)Nc1ccccc1F,-16,0,-7,1,-3,-35,7,-2
C[C@@H]1CN([C@@H](C)CO)C(=O)Cc2cc(NC(=O)c3ccncc3)ccc2O[C@H]1CN(C)S(=O)(=O)c1cn(C)cn1,-2,-9,·,0,-17,6,·,-2

# Screening data: PubChem BioAssay, Broad Institute
